# TEAD-YAP block = TEAD-YAP interaction inhibition | HEK-TIYL cells, TEAD-Gal4/YAP UAS-luciferase luminescence | inhibition, % at 9.12 µM | 1.4% of 640,000 active | AID 1259422; in the data active = inhibition above about 32%;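 note: 0% = median of test compound wells and 100% = reference inhibitor wells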
# GPR151 activ = activators of human GPR151. PathHunter beta-arrestin GPR151 cells, luminescence. activation, % at 11.2 µM. 1% of 650,000 active. AID 1508602; in the data active = activation above about 4.9%;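 note: 0% = median of compound wells and 100% = cells with positive control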
# Target sequence (Q8TDV0 whole entry, looked up): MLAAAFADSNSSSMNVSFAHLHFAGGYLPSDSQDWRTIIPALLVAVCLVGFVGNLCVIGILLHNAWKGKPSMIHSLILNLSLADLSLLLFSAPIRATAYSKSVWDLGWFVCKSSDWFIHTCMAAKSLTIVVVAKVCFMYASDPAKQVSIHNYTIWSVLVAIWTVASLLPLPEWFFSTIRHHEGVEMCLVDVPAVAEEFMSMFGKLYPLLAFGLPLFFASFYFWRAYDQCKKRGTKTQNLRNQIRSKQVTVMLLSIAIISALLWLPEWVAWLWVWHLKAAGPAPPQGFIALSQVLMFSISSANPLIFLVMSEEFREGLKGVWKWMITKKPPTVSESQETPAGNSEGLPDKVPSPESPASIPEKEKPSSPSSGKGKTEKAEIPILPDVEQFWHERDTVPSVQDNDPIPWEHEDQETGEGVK
# MITF primary = human MITF inhibition, primary screen. 0.91% of 650,000 active. AlphaScreen MITF homodimerization, bead proximity signal. O75030. inhibition, % at 2.6 µM; in the data active = inhibition above about 50%;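 note: 0% = vehicle wells with protein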
# Target sequence (O75030 whole entry, looked up): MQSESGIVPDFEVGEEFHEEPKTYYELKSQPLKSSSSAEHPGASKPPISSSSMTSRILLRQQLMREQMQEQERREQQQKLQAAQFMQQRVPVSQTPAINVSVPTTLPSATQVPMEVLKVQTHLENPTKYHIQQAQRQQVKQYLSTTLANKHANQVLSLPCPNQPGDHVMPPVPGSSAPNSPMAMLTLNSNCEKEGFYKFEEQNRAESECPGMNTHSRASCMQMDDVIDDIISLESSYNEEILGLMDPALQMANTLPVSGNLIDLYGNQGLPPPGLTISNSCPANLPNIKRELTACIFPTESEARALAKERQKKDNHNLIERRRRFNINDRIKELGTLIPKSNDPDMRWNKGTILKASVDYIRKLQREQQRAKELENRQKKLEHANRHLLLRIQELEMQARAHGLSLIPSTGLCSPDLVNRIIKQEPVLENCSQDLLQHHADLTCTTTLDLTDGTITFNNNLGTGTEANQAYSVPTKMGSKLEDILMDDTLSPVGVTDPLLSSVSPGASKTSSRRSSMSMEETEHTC
# FBW7 act = activators of human E3 ligase FBW7. Q969H0. AlphaScreen FBW7–phospho-cyclin E peptide binding, activator screen. normalized activity (activation), % at 26.1 µM. 0.13% of 650,000 active. AID 1259310; in the data active = normalized activity above about 1.9%;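 note: purified mutant Fbw7 with reduced substrate affinity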
# Starred values were filed as active, the others as inactive; x = no result given; & = joins results of further samples.
# The line under a structure holds: TEAD-YAP block	GPR151 activ	MITF primary	FBW7 act
Cc1nnc(Nc2ccc(N(C)C)cc2)[nH]c1=O
→ -2	-0.6	-1	-0.3
COc1ccc(C2N=C(c3ccc(Cl)cc3)CC(c3ccccc3O)N2)cc1 (stereo not given)
→ -13	-0.1	-6	0.1
CCOC(=O)Cc1ccc(N(Cc2ccc(Cl)cc2)S(=O)(=O)c2cc(C(=O)Nc3ccccc3F)ccc2F)cc1
→ -4	-1.8	17	0.2
S=C(NCc1ccncc1)NC1CCCC1
→ -4	0.6	-3	-0.1
CC(C)CC1=NN2C(=N)/C(=C/c3ccc4c(c3)OCO4)C(=O)N=C2S1
→ -2	2.0	-8	-0.1
Nc1ccc(-c2nnn(CC(=O)NC3CCCCC3)n2)cc1
→ 0	0.6	12	0.1
O=[N+]([O-])c1cc(S(=O)(=O)N2CCCCC2)ccc1N1CCOCC1
→ -6	2.5	8	-0.1
CN1CCN(c2ccc([N+](=O)[O-])c(NCCc3ccccc3)c2)CC1
→ -4	0.3	12	-0.4
CCOC(=O)/C(=C\Nc1cc(C)ccc1O)[N+](=O)[O-]
→ 0	1.7	1	-0.2
CCCNc1cc(-c2ccc(OC)nc2)ncn1
→ -48&-36	1.9&0.8	-3&-5	-0.3&0.2
CCOc1ncccc1C(=O)NC1=NCCS1
→ -6	0.0	-9	0.1
COc1cc(C=O)cc(Cl)c1OC(C)C
→ 7	0.4	-5	0.0
CC(C)(C)OC(=O)CN1c2cccc3cccc(c23)S1(=O)=O
→ -12	-1.3	9	0.7
CCOc1ccc(NC(=O)C2c3cccc[n+]3CC(=O)N2c2ccc(OCC)cc2)cc1 (stereo not given)
→ -33	-0.1	9	-0.1
O=C(CC1CCNCC1)Nc1ccnn1-c1cccc(C(=O)Nc2ccc(N3CCOCC3)cc2)c1
→ -13	-0.6	-6	-0.5
COc1ccc(OC)c(C2CC(c3ccc(C)cc3)=NN2S(C)(=O)=O)c1 (stereo not given)
→ -10	0.1	24	0.2
COc1ccc(C(c2nnnn2CCC(C)C)N2CCN(C)CC2)cc1OC (stereo not given)
→ -3	-0.4	2	-0.1
Cc1noc(C)c1S(=O)(=O)Nc1ccc(C(=O)NC2CCCCCC2)cc1
→ 4	0.7	1	-0.1
O=C(CNC(=S)N(Cc1cccs1)C1CCCC1)N1CCOCC1
→ -9	-0.2	10	-0.1
CN1CCC(CCc2cn(CC(=O)N3CCOCC3)c3ccccc23)CC1
→ 6	-0.6	2	0.1
CCSc1nnc(NC(=O)C(C)(C(F)(F)F)C(F)(F)F)s1
→ 20	-0.8	6	0.1
CC(C)c1nc(N2CCCCC2)c(C#N)c2c1CCCC2
→ -1	0.6	8	-0.1
CCCOC(=O)C1=C(C)N(C)C(=O)NC1c1ccccc1[N+](=O)[O-] (stereo not given)
→ 6	0.9	2	-0.1
CCn1c(=O)c([N+](=O)[O-])c(NCCOC)c2ccccc21
→ 7	0.8	-2	0.0
Cc1ccccc1-c1cccc(CN2CCC3(CC2)CC3C(=O)N2CCCN(C)CC2)c1 (stereo not given)
→ 2	-0.2	-3	-0.1
COc1ccc(NC(=O)CCC(=O)OCC(=O)c2ccccc2)cc1
→ 1	-0.6	-9	-0.1
CCCCn1c(SCc2ccccc2)nc2sc3c(c2c1=O)CCCC3
→ 4	0.8	0	0.2
FC(F)(F)C(Oc1nc(OC(C(F)(F)F)C(F)(F)F)nc(N2CCOCC2)n1)C(F)(F)F
→ 18	-0.1	3	0.1
O=C(NCc1ccccc1)NC1(C(=O)N2CCOCC2)CCCCC1
→ -1	0.2	3	0.0
Cc1ccc(CN/C(=C/C#N)c2ccc(F)cc2)cc1
→ -8	0.7	-6	0.1

# Single records (already shown). Order of values: TEAD-YAP block | GPR151 activ | MITF primary | FBW7 act
# COc1ccc(OC)c(C2CC(c3ccc(C)cc3)=NN2S(C)(=O)=O)c1 (stereo not given) is entered as -10 | 0.1 | 24 | 0.2
# COc1ccc(C(c2nnnn2CCC(C)C)N2CCN(C)CC2)cc1OC (stereo not given) is entered as -3 | -0.4 | 2 | -0.1
# COc1ccc(NC(=O)CCC(=O)OCC(=O)c2ccccc2)cc1 is entered as 1 | -0.6 | -9 | -0.1
# FC(F)(F)C(Oc1nc(OC(C(F)(F)F)C(F)(F)F)nc(N2CCOCC2)n1)C(F)(F)F is entered as 18 | -0.1 | 3 | 0.1
# O=C(CC1CCNCC1)Nc1ccnn1-c1cccc(C(=O)Nc2ccc(N3CCOCC3)cc2)c1 is entered as -13 | -0.6 | -6 | -0.5

# Next section:
# The line under a structure holds: TEAD-YAP block	GPR151 activ	MITF primary	FBW7 act
O=[N+]([O-])c1ccc(O)c(C=Nc2cccc3cccnc23)c1
→ -30	0.9	0	-0.1
CC(=O)c1c(C)[nH]c(C(=O)OCC(=O)Nc2ccc(Cl)cc2C(F)(F)F)c1C
→ -7	0.5	-11	-0.1
CCCCNC(=S)NC(=O)c1ccc(F)cc1
→ -50	-1.0	3	-0.1
COc1ccc(C(=O)/C=C/c2ccc([N+](=O)[O-])cc2)cc1OC
→ -1	-0.3	-15	0.0
O=C(Cc1ccccc1Cl)Nc1nnc(COc2ccccc2)o1
→ 0	-0.8	5	-0.1
Cc1ccc(C(=O)NCc2c(C)ncc3c2CCN(C(=O)Cc2c(C)noc2C)C3)s1
→ 7	0.5	21	0.1
COc1cc(N=c2oc3c(C)ncc(CO)c3cc2C(N)=O)cc(OC)c1
→ 1	-1.6	17	0.1
O=C(NC(=S)Nc1nc(-c2ccc(I)cc2)cs1)c1ccc(S(=O)(=O)N2CCCC2)cc1
→ 6	0.4	-10	0.0
O=c1cc2[nH][nH]c(=O)n2c2ccccc12
→ 8	-0.4	19	-1.3
Cc1ccc(Cl)cc1NC(=O)c1ccc(N2CC3CC(C2)c2cccc(=O)n2C3)c(NC(=O)c2ccccc2Br)c1 (stereo not given)
→ -6	-1.8	-10	0.0
CCn1c(SCC(=O)NC(C)(C)C)nnc1C(C)C
→ 9	-1.4	19	1.3
C=CCn1cnc2c(nnn2-c2ccc(Cl)cc2)c1=O
→ -9	0.2	12	1.0
CNCC(O)C(O)C(O)C(O)CO (stereo not given)
→ x	-0.6	-18	-0.1
c1ccc(-c2nc(Nc3ccncc3)cc(-c3cccnc3)n2)cc1
→ 22	0.1	-12	-0.1
C1COCCOCCOCC2OCCOCCOCCOCCOCCOC2COCCOCCO1 (stereo not given)
→ -7	-0.4	2	-0.1
Cc1c(C(=O)NN=C2CCN(Cc3ccccc3)CC2)nnn1-c1nonc1N
→ -9	-0.5	0	-0.1
COc1cccc(/C=C2\C(=O)NC(=O)N(c3cccc(Br)c3)C2=O)c1
→ -5	0.0	14	0.7
O=C(Cc1ccccc1)n1nc(-c2cccnc2)nc1NCc1ccccc1
→ -7	-0.7	0	0.0
COc1ccc(NC(=O)C(c2ccc([N+](=O)[O-])cc2)N2CCOCC2)cc1 (stereo not given)
→ -5	0.1	7	0.4
C[C@@H](Cn1nnn(-c2ccco2)c1=O)NC(=O)Cn1cnc2ccccc2c1=O
→ 7	3.8	11	-0.1
COc1ccc(CNc2ncc(-c3cccc(N(C)C)c3)n3ccnc23)cc1
→ -9	-0.6	-9	-0.1
CCSc1nnc(NC(=O)CSc2nc(C)nc3c2c(=O)n(C)c(=O)n3C)s1
→ 9	-0.5	3	0.2
CC1CCCC(C)N1C(=O)c1nn2c(c1Br)NC(c1cccs1)CC2C(F)(F)F (stereo not given)
→ 12	-0.1	4	-0.1
COCCn1c2ccccc2n2c(=O)n(CC(=O)NC3CCCCC3C)nc12 (stereo not given)
→ -4	-1.3	-19	0.8
O=C(N/N=C(\C=N\O)c1ccccc1)c1ccco1
→ -40	-0.1	-3	0.1
CC(NC(=O)c1cc([N+](=O)[O-])ccc1Cl)C1CC2CCC1C2 (stereo not given)
→ 16	-0.4	-2	-0.2
COC(=O)c1ccc(NS(=O)(=O)c2ccc3[nH]c(=O)[nH]c3c2)cc1
→ -1	0.1	0	-0.2
COc1cc(/C=C2/C(=O)N(c3ccc(Cl)c(C(=O)O)c3)N=C2C)c(Cl)cc1O
→ -2	-0.4	-10	-0.1
CC1=CC(C)(C)N2C(=O)C(=O)c3cc(OC(=O)c4cccc(F)c4)cc1c32
→ 23	-0.2	18	0.3
CC(C)OC(=O)c1ccc(NC(=O)Cn2c(-c3nonc3N)nc3ccccc32)cc1
→ -2	-0.2	1	-0.1

# As a short view, some entries already given:
# The line under a structure holds: TEAD-YAP block	GPR151 activ	MITF primary	FBW7 act
COc1cc(N=c2oc3c(C)ncc(CO)c3cc2C(N)=O)cc(OC)c1
→ 1	-1.6	17	0.1
O=C(NC(=S)Nc1nc(-c2ccc(I)cc2)cs1)c1ccc(S(=O)(=O)N2CCCC2)cc1
→ 6	0.4	-10	0.0

# Remaining list, next part
Structure,TEAD-YAP block,GPR151 activ,MITF primary,FBW7 act
CNc1c(N=Cc2ccc([N+](=O)[O-])cc2)c(C)nn1C,-4,-0.8,-10,-0.1
CCOc1ccc(C2/C(=C(\O)c3ccccc3)C(=O)C(=O)N2c2ccc(C)c(Br)c2)cc1 (stereo not given),-5,1.7,-14,0.0
CCOc1ccccc1/C=C(\C#N)c1nc(-c2cc3c(ccc4ccccc43)oc2=O)cs1,6,0.4,4,0.0
CC(C)(C)C(=O)N1CCCC1c1nc(-c2ccncc2)n[nH]1 (stereo not given),9,1.7,8,0.0
Cc1ccc(C)c(N(CC(=O)Nc2ccc(C(N)=O)cc2)S(=O)(=O)c2ccccc2)c1,5,-1.5,-2,-0.1
Cc1ccc(-c2nnc(N3CCCCC3)c3ccccc23)cc1S(=O)(=O)NCc1nc2ccccc2[nH]1,0,-0.5,3,0.0
O=C(Cn1c(=O)n(Cc2ccncc2)c(=O)c2ncccc21)c1ccccc1,-4,0.0,2,0.0
Cc1cccc(C(=O)Nc2ccc(S(N)(=O)=O)cc2)c1[N+](=O)[O-],4,-0.4,12,-0.1
O=C(NC12CC3CC(CC(C3)C1)C2)C(F)(F)F,-4,-1.7,-2,0.0
COc1cccc(NC(=O)C(=O)/C=C(\O)c2cc(OC)ccc2OC)c1,2,0.1,17,-0.6
N#Cc1c(NC(=O)CSc2nc3sc4c(c3c(=O)n2-c2ccccc2)CCCC4)sc2c1CCC2,0,0.6,-8,-0.1
CSCCC(NC(=O)c1ccccc1C)C(=O)Nc1ccc(F)c(F)c1 (stereo not given),-7,0.5,0,0.0
C1=CCC(CN2CCN(C3CCCCCC3)CC2)CC1 (stereo not given),4,1.6,76*,0.2
Cc1sc2nc(Cc3ccccc3)nc(Nc3ccc(Cl)cc3)c2c1C,-4,2.4,0,-0.1
CS(=O)(=O)N1CCC2(CC1)N=C(c1ccccc1)C(c1ccccc1)=N2,7,-0.8,9,0.0
COc1ccc(C2CC(=O)C3=C(C2)NC(=O)CC3c2c(F)cccc2Cl)cc1OC (stereo not given),-4,-1.2,19,0.3
COc1ccccc1/C=C/C(=O)Oc1cccc2cccnc12,9,-0.7,5,-0.3
CCOC(=O)N1CCN(Cc2ccccc2Cl)CC1,-2,-0.3,41,-0.1
CCN(c1ccccc1)S(=O)(=O)c1ccc(Cl)c(C(=O)O)c1,-1,-1.1,10,-0.1
O=C1C(c2ccc(F)cc2)N(C2CC2)C(=O)CN1C1CCCCC1 (stereo not given),2,-0.6,-2,-0.2
CCCCN1CC2([N+](=O)[O-])C=C(C(=O)O)CC([N+](=O)[O-])(C1)C2 (stereo not given),9,0.5,-11,0.0
CC(C)C(OC(=O)CC1Sc2ccccc2NC1=O)C(=O)NC1CCCC1 (stereo not given),8,0.9,8,0.0
CC(C)(C)c1ccc(C(=O)NC(=S)Nc2ccc(S(N)(=O)=O)cc2)cc1,-5,-0.4,11,0.2
Cc1cccc(NC(=S)NCCc2ccc(S(N)(=O)=O)cc2)c1C,0,-1.7,3,-0.1
O=C(Nc1ccc(S(=O)(=O)N2CCOCC2)cc1)c1ccc([N+](=O)[O-])cc1Cl,1,-1.9,0,0.2
CCOC(=O)C1=CN(C(C)C)C=C(C(=O)OCC)C1c1cc(Br)c(OC)c(OCC)c1,15,-1.4,0,0.2
CS(=O)(=O)N(CC(N)=O)c1cc(Cl)cc(Cl)c1,-3,-0.8,-3,0.0
O=C(c1n[nH]c(=O)c2ccccc12)N1CCC[C@@H]2CN(CCc3ccccc3)CC[C@@H]21,-2,0.6,8,-0.1
O=C(CNc1ccc(Br)cc1)N/N=C/c1ccc(F)cc1,-3,-0.4,12,0.0
O=[N+]([O-])c1ccc2nc(-c3ccc(Cl)cc3)c(-c3ccc(Cl)cc3)nc2c1,-3,-0.3,17,-0.1
COc1ccc(NC(=O)CCCCCN2C(=O)c3ccccc3C2=O)c(OC)c1,6,1.8,-12,0.0
O=[N+]([O-])c1ccc(CSc2ncnc3ccccc23)cc1,12,0.0,3,-0.2
CCCCN(C)CCCNC(=O)c1ccc2nc(N3CCCCC3)sc2c1,-60,-0.4,7,-0.2
COc1cc(OC)cc(C(=O)N2CCN(Cc3cccc4ccccc34)CC2)c1,0,-1.0,45,-0.2
COc1ccc(/C=C2/C(=O)NN(c3cccc(Cl)c3)C2=O)cc1,5,-0.2,18,0.1
Cc1cc(C)c2nc(OCc3ccc(Cl)cc3)oc2n1,1,0.2,-15,0.1
COC(=O)c1ccccc1NC(=O)CSc1nnc(-c2ccccc2)o1,-1,0.6,7,-0.2
